Assay outcomes as filed in PubChem BioAssay.
GPR55 antagonists – GPR55 antagonists blocking LPI-driven arrestin recruitment, primary screen, imaging, U2OS, beta-arrestin-GFP, LPI agonist (AID 2013). U2OS GPR55 beta-arrestin-GFP translocation imaging, LPI antagonism; higher % means a stronger effect. inhibition, % at 10 µM, or IC50 in µM where a hit was titrated. 290,000 tested, 0.13% active;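 active means spots per cell inhibited over 60%, with over 100 cells counted and total cytoplasm intensity under 500,000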;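 further: U2OS cells stably carrying GPR55 and arrestin-GFP stimulated by 5 µM LPI near EC80; imaged beta-arrestin-GFP aggregate spots per cell after agonist stimulation; plate controls were LPI-stimulated DMSO wells for no effect and DMSO wells without LPI for full effect; some results filed as inactive read as strong as hits; confirmed hits need IC50 under 10 µM and bright autofluorescent wells are also inconclusive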
LYP inhibition – PTPN22 lymphoid phosphatase activity blockers – biochemical, fluorescence intensity, uHTS (AID 1779); recombinant LYP phosphatase, fluorescence intensity; higher % means a stronger effect; inhibition, % at 11.5 µM, or IC50 in µM where a hit was titrated; 290,000 tested, 0.054% active; in the data active means inhibition above about 50%;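 further: plate controls were vehicle with enzyme for no effect and no enzyme for full effect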
HIV peptide binding – cell-free HIV fusion peptide-binding blockers – biochemical, uHTS, fluorescence dequenching, primary screen (AID 1986); cell-free peptide binding, fluorescence dequenching, 30 min; higher % means a stronger effect; 290,000 tested, 0.3% active; one-dose inhibition, % at 20 µM; IC50 in µM for titrated hits; in the data active means inhibition mostly above about 52%, no sharp cut-off; inactive means mostly below about 76%; further: some results filed as inactive read as strong as hits
SIAH1 antagonists – blockers of Siah-1 interaction with plectin peptide – biochemical, fluorescence polarization, rhodamine-plectin, uHTS, primary screen (AID 1817). Siah-1 / rhodamine-plectin peptide fluorescence polarization; higher % means a stronger effect. one-dose displacement, % at 20 µM; IC50 in µM for titrated hits. 290,000 tested, 0.02% active;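 active means displacement of at least 50% at 20 µM, with a fluorescence ratio check between 0.3 and a set limit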;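 further: plate controls were Siah plus tracer with DMSO for no effect and tracer alone without Siah for full effect; strong numbers were not always called active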
Salmonella PhoP GFP – inhibitors of PhoP regulon expression, primary screen, Salmonella Typhimurium, GFP reporter (AID 1863); S. Typhimurium PhoP-regulated promoter GFP reporter, 4 h; higher % means a stronger effect; inhibition, % at 50 µM, or IC50 in µM where a hit was titrated; 300,000 tested, 0.16% active;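 active means inhibition over 29.93%, a cutoff 3 SD above the screen mean, later confirmed by dose response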;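 further: 0% = low Mg2+ inducing control and 100% = high Mg2+ repressing control; strong numbers were not always called active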
Rac1 GTP hydrolysis – MgcRacGAP GTPase-activating activity inhibitors, confirmation, biochemical, ADP Hunter fluorescence | 340,000 tested, 0.6% active | inhibition, % at 30 µM; hits with a dose series show IC50 in µM | MgcRacGAP-stimulated Rac1 GTP hydrolysis, ADP Hunter fluorescence; higher % means a stronger effect; GST-tagged Rac1 F28L mutant substrate;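 active means first-screen hits whose inhibition reached a set limit at any dose in the follow-up dose series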;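 further: fluorescence reports GDP produced by GAP-driven GTP hydrolysis; strong numbers were not always called active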
Myeloid diff 2 – myeloid differentiation induction; ER-HoxA9 myeloid progenitors, lysozyme-GFP differentiation, flow cytometry; calls only at 10 µM; 360,000 tested, 1% active; AID 624256;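 active means normalized GFP-positive differentiation at or above the plate's own cutoff, the solvent-only control mean plus 3 SD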;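 further: cells exposed to compound for four days before flow analysis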
NTR1 ag – NTR1-driven beta-arrestin-GFP spot formation – imaging, U2OS cells, high content, primary screen (AID 493036); P30989; agonist mode; activation, % at 20 µM; 330,000 tested, 0.17% active;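 active means activation at or above 40% of the spot to cytoplasm intensity ratio, with at least 20 cells analyzed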;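 further: 0% = DMSO without peptide and 100% = 100 nM NTR1 peptide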
Target sequence (P30989 whole entry, looked up): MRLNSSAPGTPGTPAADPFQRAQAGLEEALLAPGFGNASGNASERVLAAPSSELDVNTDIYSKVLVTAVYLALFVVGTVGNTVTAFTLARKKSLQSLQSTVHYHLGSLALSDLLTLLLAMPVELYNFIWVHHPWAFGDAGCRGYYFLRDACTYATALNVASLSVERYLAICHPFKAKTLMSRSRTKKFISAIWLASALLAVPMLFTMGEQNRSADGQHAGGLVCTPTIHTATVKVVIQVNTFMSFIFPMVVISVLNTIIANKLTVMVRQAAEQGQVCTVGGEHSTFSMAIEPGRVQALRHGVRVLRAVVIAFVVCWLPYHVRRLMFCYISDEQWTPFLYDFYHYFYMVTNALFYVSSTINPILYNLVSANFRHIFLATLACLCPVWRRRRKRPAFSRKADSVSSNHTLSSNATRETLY
GPR35 arrestin U2OS – inhibition of zaprinast-stimulated GPR35 beta-arrestin translocation – imaging, U2OS, beta-arrestin-GFP, zaprinast agonist, primary screen (AID 2058); U2OS GPR35 beta-arrestin-GFP translocation imaging, zaprinast antagonism; higher % means a stronger effect; one-dose inhibition, % at 10 µM; IC50 in µM for titrated hits; 290,000 tested, 0.052% active;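 active means inhibition of at least 50% with at least 30 cells and total cytoplasm GFP at most 10,000,000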
NTR1 ag cell count 20 µM – further read-out of NTR1 ag, marked with its call; cell count; measured here: cell count, cytotoxicity flag
Myeloid diff 2 GFP+ MAC1+ % – further read-out of Myeloid diff 2, marked with its call; GFP+ MAC1+ double positive, %; measured here: differentiation confirmed by MAC1 staining
An asterisk follows results filed as active; i = inactive; · = no result given. Rows are unselected, and some 2.4% of all compounds hit somewhere here.

SMILES | GPR55 antagonists | LYP inhibition | HIV peptide binding | SIAH1 antagonists | Salmonella PhoP GFP | Rac1 GTP hydrolysis | Myeloid diff 2 | Myeloid diff 2 GFP+ MAC1+ % | NTR1 ag | NTR1 ag cell count 20 µM | GPR35 arrestin U2OS
COc1ccc(C2C(C(C)=O)=C(O)C(=O)N2c2ccc(Br)cn2)cc1 (configuration not stated) | 5% | -3% | 15% | 6% | -2% | 5% | i | 1.1 | 0.2 | 44 | 12%
COc1ccc(Cc2nnc(NC(=O)c3c(-c4ccccc4)noc3C)s2)cc1OC | 4% | -1% | -0.3% | 4% | 13% | 7% | i | 2.9 | 0.2 | 68 | -20%
COc1ccc(C(=O)OCC(N)=O)cc1[N+](=O)[O-] | 5% | -6% | 1.3% | 8% | 0% | 6% | i | 1.3 | 1.2 | 51 | 1%
COc1cc2c(cc1OC)C(c1cccs1)NCC2 (configuration not stated) | -2% | -1% | -0.8% | -1% | 6% | 7% | i | 0.5 | -0.6 | 56 | 12%
Cc1nn(CC(=O)Nc2ccc3c(c2)nc2n3CCN(C3CCCCC3)C2)c(=O)c2ccccc12 | 9% | -15% | 2.6% | 1% | -7% | 21% | i | 0.2 | -0.6 | 43 | -2%
CSCCC(NC(N)=O)C(=O)Nc1cccc(C#N)c1 (configuration not stated) | -1% | -9% | -2.0% | -5% | -11% | 5% | i | 0.4 | -0.5 | 73 | -3%
NS(=O)(=O)c1ccc(NC(=O)CN2CCc3ccccc3C2)cc1 | 4% | -8% | 0.5% | 5% | 11% | -7% | i | 0.8 | -0.4 | 45 | 12%
COc1ccccc1COCC(O)CNCC1(N2CCCCC2)CCCCC1 (configuration not stated) | 6% | -8% | 3.4% | 5% | -2% | 121µM* | i | 0.5 | -1.0 | 79 | 13%
O=C(O)C1=C[C@H](c2cccs2)C[C@H](OCCCCO)O1 | 8% | -4% | 0.0% | 6% | -1% | 4% | i | 1.6 | -2.6 | 58 | -12%
Cc1cc(C)nc(N/N=C/C=C/c2ccccc2)n1 | -6% | 0% | 1.8% | -2% | 10% | 12% | i | 0.8 | -2.2 | 65 | 5%
COC(=O)C1=CN(Cc2ccc(OC)cc2)C=C(C(=O)OC)C1c1cc(OC)c(OC)c(OC)c1 | 2% | -4% | -2.0% | 3% | 8% | 1% | i | 1.2 | -0.8 | 82 | 9%
COc1ccc(NC(=S)N(CCc2c(C)[nH]c3ccc(C)cc23)Cc2cccs2)cc1 | 15% | 1% | 3.4% | -8% | 1% | 9% | i | 1.5 | 3.3 | 80 | 4%
Cc1c(C(c2ccc(O)cc2)c2c(C)n(C)n(-c3ccccc3)c2=O)c(=O)n(-c2ccccc2)n1C | 3% | 0% | 0.2% | -4% | 8% | · | i | 0.1 | -0.2 | 44 | 4%
O=c1ccc2cc3c(-c4ccccc4)coc3cc2o1 | 14% | -3% | -1.9% | 3% | 0% | 7% | i | 0.3 | 4.5 | 90 | -8%
COc1ccc(C(O)(CCN2CCCCC2)C2CCCCC2)cc1 (configuration not stated) | 21% | -12% | 0.3% | 0% | 5% | 16% | i | 0.5 | 1.0 | 79 | -4%
CCOC(=O)C1=C(O)C(=O)N(c2ccc(S(N)(=O)=O)cc2)C1c1ccc(Br)cc1 (configuration not stated) | -3% | -3% | 1.8% | -7% | -11% | 13% | i | 0.3 | 2.0 | 59 | -8%
Cc1ccc(NC(=O)CSc2n[nH]c(-c3cccnc3)n2)cc1Cl | 13% | -4% | 1.8% | 13% | 12% | 8% | i | 0.6 | 3.8 | 43 | 8%
COc1ccc(OC)c(NC(=O)CCN2CCC(C)CC2)c1 | 2% | 2% | 1.1% | -1% | 20% | 13% | i | 1.5 | -0.1 | 41 | -6%
CCn1c(SCc2cc(=O)n3ccsc3n2)nc2ccccc21 | -8% | -1% | 8.3% | 0% | -12% | 7% | i | 0.8 | -1.1 | 50 | -15%
CS(=O)(=O)Nc1nc2n(n1)C(c1ccccc1)C=C(c1ccc(Br)cc1)N2 (configuration not stated) | -1% | 6% | 34% | 13% | -44% | 18% | i | 0.5 | 2.4 | 53 | -28%
Cc1nc(NC(C)C(=O)O)c2nc(C)oc2n1 (configuration not stated) | 0% | -5% | 0.0% | 2% | -11% | 4% | i | 1.3 | -0.7 | 67 | -2%
Cc1cc(C)c(C)c(S(=O)(=O)Nc2ccc(O)cc2)c1C | 8% | 1% | -1.0% | 13% | -12% | 46µM* | i | 0.2 | -0.4 | 59 | 2%
O=C(c1ccc(S(=O)(=O)N2CCC(c3nc4ccccc4[nH]3)CC2)cc1)N1CCOCC1 | 9% | -7% | -2.0% | 2% | -2% | -3% | i | 6.8 | 0.8 | 79 | 2%
N=C1/C(=C\c2ccc(OC(=O)c3ccccc3Cl)cc2)C(=O)N=C2SC(N3CCOCC3)=NN12 | 17% | -5% | 51% | 35% | -15% | 11% | i | 4.1 | 2.3 | 62 | 7%
O=C(CSc1nnc(-c2ccco2)n1-c1ccccc1)NCCc1ccccc1 | 2% | -7% | 0.9% | 0% | 6% | 15% | i | 2.1 | 0.1 | 47 | 10%

Quoted at random: four entries already listed, in no set order.
SMILES | GPR55 antagonists | LYP inhibition | HIV peptide binding | SIAH1 antagonists | Salmonella PhoP GFP | Rac1 GTP hydrolysis | Myeloid diff 2 | Myeloid diff 2 GFP+ MAC1+ % | NTR1 ag | NTR1 ag cell count 20 µM | GPR35 arrestin U2OS
CSCCC(NC(N)=O)C(=O)Nc1cccc(C#N)c1 (configuration not stated) | -1% | -9% | -2.0% | -5% | -11% | 5% | i | 0.4 | -0.5 | 73 | -3%
Cc1nc(NC(C)C(=O)O)c2nc(C)oc2n1 (configuration not stated) | 0% | -5% | 0.0% | 2% | -11% | 4% | i | 1.3 | -0.7 | 67 | -2%
COc1ccc(Cc2nnc(NC(=O)c3c(-c4ccccc4)noc3C)s2)cc1OC | 4% | -1% | -0.3% | 4% | 13% | 7% | i | 2.9 | 0.2 | 68 | -20%
Cc1c(C(c2ccc(O)cc2)c2c(C)n(C)n(-c3ccccc3)c2=O)c(=O)n(-c2ccccc2)n1C | 3% | 0% | 0.2% | -4% | 8% | · | i | 0.1 | -0.2 | 44 | 4%

An excerpt from above in order of their number in HIV peptide binding, rising.
SMILES	HIV peptide binding
Cc1nc(NC(C)C(=O)O)c2nc(C)oc2n1 (configuration not stated)	0.0%
COc1ccc(C(O)(CCN2CCCCC2)C2CCCCC2)cc1 (configuration not stated)	0.3%
Cc1cc(C)nc(N/N=C/C=C/c2ccccc2)n1	1.8%

More records.
SMILES | GPR55 antagonists | LYP inhibition | HIV peptide binding | SIAH1 antagonists | Salmonella PhoP GFP | Rac1 GTP hydrolysis | Myeloid diff 2 | Myeloid diff 2 GFP+ MAC1+ % | NTR1 ag | NTR1 ag cell count 20 µM | GPR35 arrestin U2OS
O=C(NCCCn1ccnc1)C(=O)NCC1OCCCN1S(=O)(=O)c1ccc(F)cc1 (configuration not stated) | -9% | -5% | -1.0% | 4% | -9% | 1% | i | 0.3 | -1.4 | 91 | 8%
COc1cc2c(cc1OC)CN(CC(=O)Nc1ccccc1C(=O)NCc1ccccc1)CC2 | 2% | -6% | -0.6% | 7% | 1% | 5% | · | · | -1.7 | 39 | -11%
CN(C)CCCn1c2c(c(SCC(=O)Nc3ccc4c(c3)OCO4)nc1=O)CCC2 | · | · | · | · | 6% | 3% | i | 0.8 | -1.5 | 67 | ·
O=C1CC(C(=O)O)S/C(=N\NC(=O)c2ccccc2)N1 (configuration not stated) | 3% | -5% | -0.8% | -1% | -7% | 5% | i | 9.5 | 1.9 | 48 | -10%
COc1cc(OC)cc(C(=O)Nc2nc(CC(=O)NCCc3ccccc3)cs2)c1 | · | · | · | · | 9% | 5% | i | 1.0 | 4.9 | 61 | ·
O=C(CSc1cccc2cccnc12)N/N=C/c1ccc(F)cc1 | 4% | -5% | -1.0% | 0% | 0% | 6% | i | 0.4 | -0.3 | 59 | 8%
CN1CCCC(OC(=O)c2cccc(S(=O)(=O)N3CCCCCC3)c2)C1 (configuration not stated) | 0% | -6% | -1.7% | 0% | -3% | -1% | i | 0.2 | -0.5 | 77 | -12%
COc1cc(/C=N/NC(=O)c2ccc(CSc3nc4ccccc4[nH]3)cc2)ccc1O | -11% | -3% | -1.7% | 4% | 1% | · | i | 0.3 | 0.1 | 64 | -2%
COCCNC(=O)c1ccc(CS(=O)(=O)c2ccccc2C)o1 | -2% | -9% | -1.3% | -2% | 5% | 4% | i | 0.6 | -0.3 | 77 | 8%
CCn1c(SCC(=O)Nc2cc(C)nn2-c2ccccc2)nnc1-c1cccs1 | -11% | -6% | -0.9% | -5% | -10% | 8% | i | 0.7 | 1.1 | 52 | -4%
CC(=O)Nc1cccc(-n2nnc(SCC(=O)N(C)c3ccccc3)n2)c1 | 2% | -6% | -1.4% | 1% | -6% | 15% | i | 0.6 | 1.5 | 54 | 11%
O=C(COC(=O)c1cc(S(=O)(=O)N2CCCCC2)ccc1N1CCOCC1)c1ccc(F)cc1 | · | · | · | · | -9% | 2% | i | 0.8 | -0.3 | 56 | ·
Cc1cc(C)n(-c2nc3ccccc3c(=O)n2OC2CCCCC2)n1 | 2% | -5% | -0.6% | 0% | 4% | -2% | i | 0.1 | -0.5 | 55 | -7%
CC(C)Cc1nn2c(=O)cc(COc3ccc(NC(=O)c4ccco4)cc3)nc2s1 | 6% | -8% | 0.6% | 2% | -6% | 7% | i | 5.0 | -0.7 | 64 | -12%
CCOCCCNC(=S)Nc1ccc2nc(N3CCCC3)cc(C)c2c1 | 0% | -7% | -0.3% | -15% | -6% | 8% | i | 0.8 | 0.9 | 72 | 5%
Cc1ccc(C)c(S(=O)(=O)NC(C)CCc2ccccc2)c1 (configuration not stated) | 2% | -2% | 1.7% | -3% | 0% | 2% | i | 0.3 | 4.1 | 7 | -25%
COc1ccc2c(Cn3cnc4cc([N+](=O)[O-])ccc4c3=O)cc(=O)oc2c1 | -6% | 3% | -0.9% | 10% | -13% | 9% | i | 0.3 | 7.7 | 66 | -4%
C[C@H](O)[C@@]1(O)CC[C@H]2[C@@H]3CC[C@@H]4C[C@H](O)CC[C@]4(C)[C@H]3CC[C@@]21C | · | · | · | · | 1% | 2% | i | 1.5 | 10 | 78 | ·
COc1cccc(-c2nc3sc4c(c3c(=O)[nH]2)CCCCC4)c1 | 3% | -8% | -1.4% | -2% | -7% | 8% | i | 0.4 | 12 | 76 | -1%
CCOC(=O)Cc1ccc(NS(=O)(=O)c2ccc(SC)cc2)cc1 | -5% | -2% | 0.6% | 0% | 33% | 14% | i | 1.2 | 1.8 | 43 | -20%
